CR mimetic SO = reduction of superoxide in aged yeast, primary screen, HTS. superoxide response (% of plate mean), % at 10 µM. S. cerevisiae aged cells, superoxide DHE fluorescence; stronger effect = lower value. hit rate 0.18% among 330,000. AID 2690, 2010;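 active means superoxide response under a set limit, about three screen SD below normal, cut at about 65% in these data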;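 further: yeast aged for seven days with compound at 30 °C before DHE staining; 100% = average MFI of all compound-treated wells on the plate with controls excluded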
MEX-5 binding = MEX-5 zinc finger RNA-binding disruptors – biochemical, C. elegans, fluorescence polarization, MLPCN library, primary screen | hit rate 0.38% among 300,000 | MEX-5/FITC-TCR2 RNA binding; stronger effect = lower value | Zinc finger protein mex-5 (Caenorhabditis elegans), Q9XUB2 | activity score (negative = inhibition of binding), % at 10 µM;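 active means inhibition past about -25% in most replicates, and total fluorescence under double the plate's negative control median, limit read from the data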;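 further: 0% = DMSO and -100% = 5 µM competing unlabeled TCR2 RNA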
Target sequence (Q9XUB2 whole entry, looked up): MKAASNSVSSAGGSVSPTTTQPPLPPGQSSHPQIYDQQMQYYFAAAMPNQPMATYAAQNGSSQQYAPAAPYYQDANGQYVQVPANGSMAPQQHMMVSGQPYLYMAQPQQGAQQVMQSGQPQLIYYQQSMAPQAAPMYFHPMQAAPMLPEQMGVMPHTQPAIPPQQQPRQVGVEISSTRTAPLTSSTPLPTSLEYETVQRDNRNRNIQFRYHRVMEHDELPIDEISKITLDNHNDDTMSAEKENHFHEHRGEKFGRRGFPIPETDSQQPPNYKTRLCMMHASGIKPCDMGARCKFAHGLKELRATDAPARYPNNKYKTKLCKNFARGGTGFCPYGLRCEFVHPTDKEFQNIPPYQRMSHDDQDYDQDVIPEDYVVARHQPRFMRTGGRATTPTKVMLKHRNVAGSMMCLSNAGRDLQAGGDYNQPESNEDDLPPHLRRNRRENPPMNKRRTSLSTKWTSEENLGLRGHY
CIT2 TOR yeast = modulators of CIT2-GFP expression in yeast, primary screen, S. cerevisiae, GFP fusion, multiplex flow cytometry, MLPCN library | S. cerevisiae CIT2-GFP strain, 3 h; 100 means same as DMSO wells | GFP response vs DMSO, % at 10 µM | hit rate 0.065% among 320,000;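 active means GFP response relative to DMSO above a set limit, near the screen mean plus 3 SD, cut at about 150% in these data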;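 further: ratio of well median GFP fluorescence to mean of DMSO wells on the plate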
BCLXL inh = inhibitors of human Bcl-xL, primary screen, biochemical, fluorescence polarization, HTS | GST-Bcl-xL / FITC-Bim BH3 peptide fluorescence polarization | hit rate 0.7% among 320,000 | inhibition, % at 10.9 µM | Bcl-2-like protein 1 (Homo sapiens), Q07817;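 active means inhibition above the mean of all tested compounds plus 3 SD, cutoff set per campaign, cut at about 30% in these data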;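 further: 0% = DMSO wells and 100% = unlabeled Bim-BH3 peptide competitor; inhibitors lower millipolarization by displacing the labeled peptide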
MCL1-BIM inh = inhibitors of MCL1 binding to BIM-BH3, primary screen, biochemical, fluorescence polarization. Induced myeloid leukemia cell differentiation protein Mcl-1 (Homo sapiens), Q07820. GST-MCL1 / FITC-Bim-BH3 fluorescence polarization. inhibition, % at 10.9 µM. hit rate 0.68% among 320,000;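 active means inhibition above the mean inhibition of all tested compounds plus 3 SD, set per campaign, cut at about 40% in these data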;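 further: 0% = DMSO wells and 100% = unlabeled Bim-BH3 peptide control; higher means more loss of mP so more displacement of Bim peptide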
GRK2 inh = compounds blocking aptamer binding on GRK2 – biochemical, human GRK2, bead flow cytometry, HTS, primary screen; Beta-adrenergic receptor kinase 1 (Homo sapiens), P25098; FAM-aptamer displacement from GRK2; inhibition of aptamer binding, % at 10 µM; hit rate 0.59% among 330,000;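 active means inhibition of aptamer binding above 40%, roughly 3 SD of noise, on plates passing a quality check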;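 further: median bead fluorescence of bound FAM aptamer so fluorescent compounds give negative values; no value below 0 was filed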
AGP1-GFP MLPCN = modulators of AGP1-GFP expression in yeast TOR pathway, primary screen, cell-based, multiplex flow cytometry, S. cerevisiae, MLPCN library | AID 2066, 2009 | hit rate 0.02% among 320,000 | GFP response vs DMSO, % at 10 µM | 3 h; GFP as percent of DMSO wells;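 active means GFP response relative to DMSO above a set limit, near screen average plus 3 SD, cut at about 150% in these data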;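 further: median GFP channel fluorescence of the gated AGP1 strain per well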
VLA-4 inh = inhibition in human VLA-4 binding assay, primary screen, VLA-4 allosteric modulator project, MLPCN library, flow cytometry, VLA-4 expressing cells | hit rate 0.2% among 330,000 | AID 2557, 2010 | ligand binding flow cytometry | Integrin alpha-4 (Homo sapiens), P13612 | inhibition, % (about 7 µM as worked out from the volumes in the protocol); in the data active means inhibition above about 50%
GLD-1 TGE inh = GLD-1/TGE RNA complex disruptors, primary screen, biochemical, fluorescence polarization; hit rate 0.44% among 320,000; Female germline-specific tumor suppressor gld-1 (Caenorhabditis elegans), Q17339; AID 2280, 2010; inhibition, % at 5.96 µM; purified GLD-1 + fluorescein TGE RNA;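 active means percent inhibition above a per-plate cutoff, the plate mean of test compounds plus 3 SD, cut at about 30% in these data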;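 further: 0% = DMSO wells with GLD-1 and probe and 100% = wells lacking GLD-1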
Target sequence (Q17339 whole entry, looked up): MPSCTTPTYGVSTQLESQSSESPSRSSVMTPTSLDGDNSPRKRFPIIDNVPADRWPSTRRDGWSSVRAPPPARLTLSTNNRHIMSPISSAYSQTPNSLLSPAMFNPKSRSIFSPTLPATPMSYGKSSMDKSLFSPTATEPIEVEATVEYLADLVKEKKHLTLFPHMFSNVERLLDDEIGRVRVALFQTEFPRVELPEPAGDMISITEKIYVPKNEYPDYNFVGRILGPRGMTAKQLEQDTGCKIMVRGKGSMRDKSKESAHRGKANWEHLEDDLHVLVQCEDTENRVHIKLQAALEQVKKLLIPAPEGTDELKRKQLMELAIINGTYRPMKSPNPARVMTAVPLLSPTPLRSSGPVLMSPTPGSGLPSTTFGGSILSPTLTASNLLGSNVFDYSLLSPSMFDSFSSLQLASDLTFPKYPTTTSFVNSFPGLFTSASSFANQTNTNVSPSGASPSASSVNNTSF
The depositor's hits bear a star; nt = not tested or not shown.

Values in the order – CR mimetic SO, MEX-5 binding, CIT2 TOR yeast, BCLXL inh, MCL1-BIM inh, GRK2 inh, AGP1-GFP MLPCN, VLA-4 inh, GLD-1 TGE inh
O=C(COC(=O)Cc1cccs1)Nc1ccc(F)c(F)c1F
 : 96, 0.7, 91, 0, -1, 0, 96, 7, 3
O=C(Nc1ccc(Br)cc1)c1cc(S(=O)(=O)Nc2ccccn2)ccc1Cl
 : 104, -2.1, 106, 3, 5, 4, 106, 17, 6
COc1cc(NS(=O)(=O)c2ccc(NC(=O)/C=C/c3ccc([N+](=O)[O-])cc3)cc2)ncn1
 : 83, -4.2, 97, 9, -3, 1, 98, 1, 5
COc1cccc(C(=O)c2c[nH]c(C(=O)NCCCN(C)C)c2)c1
 : 100, 0.1, 93, -2, -1, 0, 93, -3, 1
Clc1ccc(N=c2ssnc2Cl)cc1
 : 97, nt, 83, 0, 0, 0, 81, 0, 0
CC1(C)C([N+](=O)[O-])C(c2ccccc2O)NC(c2ccccc2O)C1[N+](=O)[O-] (stereo not given)
 : 93, 0.6, 85, -4, -8, 0, 89, -12, -8
Cc1cc(C)n2nc(C(=O)OCC(=O)N(C)CC(=O)Nc3ccc(F)cc3)nc2n1
 : 93, nt, 102, -2, -6, 1, 112, 8, 3
O=c1[nH]c(CSc2nc3ccccc3s2)nc2ccccc12
 : 99, -1.7, 105, 0, -3, 3, 106, -5, -13
COCCNC(=O)c1ccc(CN2CCOCC2)cc1
 : 115, 1.3, 102, 2, 2, 0, 107, 40, 1
COc1ccc(CCNC(=O)CSc2nnc(Cc3cccn3C)n2C)cc1OC
 : 107, 0.3, 99, 5, 10, 0, 99, -3, -6
COc1ccc(OC)c(S(=O)(=O)N2CCN(c3ccccc3OC)CC2)c1
 : 101, -0.8, 114, 4, 9, 0, 112, 11, -5
Cc1cc2c(OCC(O)CNCc3ccco3)cccc2[nH]1 (stereo not given)
 : 109, 2.7, 95, -2, -4, 0, 96, 0, 0
Cc1cc(NC(=O)c2cnn3cccnc23)nn1CC(=O)Nc1cccnc1
 : 93, -0.2, 108, 6, 8, 2, 99, -1, 1
COc1cc(C(=O)O/N=C2/C=C(C)C(=O)C=C2C)cc(OC)c1OC
 : 110, 0.5, 99, 3, 6, 1, 100, -4, 2
CCc1noc(C)c1C(=O)Nc1nc(-c2ccc(OC)c(OC)c2)cs1
 : 105, -3.6, 106, 8, 4, 1, 108, 2, 0
COc1cc(CO)ccc1Oc1nnnn1-c1ccc(C(N)=O)cc1
 : 91, -3.0, 107, -2, 0, 4, nt, 8, 1
CN=C(C)/C(C(=O)OC)=C(/O)c1ccc(Cl)cc1Cl
 : 110, 3.4, 94, -6, 2, 0, 104, 0, 2
N#C/C(=C/c1ccc(CNC(=O)C(=O)Nc2cc(Cl)cc(Cl)c2)o1)C(=O)NCc1cccnc1
 : 113, -0.2, 90, 6, 0, 0, 89, 8, -1
Cc1cccc(C)c1-n1c(C)cc(/C=C2\C(=O)NN(c3ccccc3)C2=O)c1C
 : 89, 1.7, 102, 6, 7, 2, nt, -3, 1
NC(=S)Nc1cccc(-c2n[nH]c(=S)o2)c1
 : 99, 0.4, 98, -12, -10, 2, 105, 19, 4
O=C(Nc1cccc(S(=O)(=O)NC2=NCCC2)c1)C1CCCCC1
 : 106, -2.4, 100, 4, 3, 3, 99, 5, 5
CCN(CC)CCCOc1ccc(C)cc1Br
 : 101, -0.6, nt, -2, 6, 0, 96, 9, 3
Cc1ccc(NC(=O)OCc2ccccc2S(C)=O)cc1 (stereo not given)
 : 95, 0.3, 99, 0, -3, 1, 114, 7, -5
COc1cccc(NC(=O)CSc2nnc(-c3ccoc3C)n2C)c1
 : 103, -1.5, 100, 2, -2, 3, 101, 2, -5
C/C(=N\OCc1ccc(C#N)cc1)c1ccc(S(=O)(=O)N(C)C)cc1
 : 106, -5.0, 105, -4, -4, 47*, 104, 3, 6
CC(C)C[C@H](NC(=O)N1CC(=O)Nc2ccccc21)C(=O)N[C@H](Cc1c[nH]c2ccccc12)C(=O)O
 : 100, -2.4, 99, -3, -2, 1, 99, -3, 3
S=C(NCCC1=CCCCC1)Nc1ccccc1
 : 97, 2.0, 103, 5, 11, 3, 104, -16, -4
N#CCSCC(=O)Nc1ccc(F)cc1
 : 82, 2.8, 98, 0, -3, 0, 105, -1, 6
C=CCNc1cnn(-c2ccc(C)cc2)c(=O)c1Cl
 : 104, nt, 93, 2, -7, 1, 99, 12, -2
CC1(C)CC(=O)C2=C(C1)OC(N)=C(C#N)C2c1ccoc1 (stereo not given)
 : 93, 0.3, 85, 2, -3, 1, 95, -2, 9

Copied from the listing (two entries):
Values in the order – CR mimetic SO, MEX-5 binding, CIT2 TOR yeast, BCLXL inh, MCL1-BIM inh, GRK2 inh, AGP1-GFP MLPCN, VLA-4 inh, GLD-1 TGE inh
O=C(COC(=O)Cc1cccs1)Nc1ccc(F)c(F)c1F
 : 96, 0.7, 91, 0, -1, 0, 96, 7, 3
O=C(Nc1ccc(Br)cc1)c1cc(S(=O)(=O)Nc2ccccn2)ccc1Cl
 : 104, -2.1, 106, 3, 5, 4, 106, 17, 6

Remaining list, next part
Values in the order – CR mimetic SO, MEX-5 binding, CIT2 TOR yeast, BCLXL inh, MCL1-BIM inh, GRK2 inh, AGP1-GFP MLPCN, VLA-4 inh, GLD-1 TGE inh
CC(=O)c1ccc(NC(=O)COC(=O)CCN2C(=O)c3cccc([N+](=O)[O-])c3C2=O)cc1
 : 111, 2.2, 100, -1, -21, 2, 99, -7, -2
CCOC(=O)CN1C(=O)C(CC)Oc2ccccc21 (stereo not given)
 : 96, 0.4, 105, 1, 1, 0, 108, 1, 5
CCC(=O)Nc1cccc(C2=NN(c3ccccc3)C(c3ccc(OC)cc3)C2)c1 (stereo not given)
 : 91, 1.8, 75, -2, 6, 0, 62, 2, -1
COc1ccc(C2=C(C=O)Cc3ccccc3O2)cc1
 : 79, nt, 95, 2, 8, 0, 96, 7, 0
CC1(C)Cc2c(sc(NC(=O)Nc3ccccc3)c2C(N)=O)CO1
 : 103, 3.2, 99, -2, -2, 2, 95, -10, -4
CCOC(=O)N1CCC(N2CCN(S(=O)(=O)c3ccc(OC)cc3)CC2)CC1
 : 101, -1.0, 100, 1, 0, 2, 94, 2, 0
CCCN(CCO)Cc1ccc(Br)cc1
 : 82, -1.2, 100, 3, 0, 0, 95, 7, 3
Cc1ccc(Cl)cc1N1CCN(C(=O)Cc2c(C(=O)O)[nH]c3ccc(Cl)cc23)CC1
 : 102, -1.1, 98, 7, 5, 0, 108, -4, -3
COc1ccc(NC(=O)C2=CC(c3ccco3)=NS(=O)(=O)N2C)cc1OC
 : 109, -4.8, 110, 6, 4, 0, 104, -8, 1
Cc1cccc(C(C)C)c1NC(=O)COC(=O)CCN1C(=O)C2CC=CCC2C1=O (stereo not given)
 : 96, -7.4, 115, 3, -6, 4, 102, -7, 4
COC(=O)c1ccc(C2NCCc3cc(OC)c(OC)cc32)cc1 (stereo not given)
 : 100, 1.4, 101, -2, 1, 1, 99, 1, 0
COC(=O)c1cccc(NC(=O)NC(=O)c2ccc(Cl)cc2)c1
 : 95, 2.2, 107, 1, 1, 0, 109, 24, 2
CCn1c(=S)[nH]c2sc3c(c2c1=O)CCCCC3
 : 112, -0.4, 107, 12, 8, 4, 87, 11, -6
O=C(NCCCN1CCCC1=O)Nc1ccc(Br)cc1Cl
 : 108, 0.6, 100, 6, 12, 3, 104, 4, 1
O=S(=O)(c1cccc2nonc12)N1CCCCC1
 : 91, 0.5, 95, -1, -5, 1, 97, -4, 5
COc1ccc(NC(=O)CN(C)C(=O)C2(c3ccccc3)CCCC2)cc1
 : 84, nt, 83, nt, nt, 0, 112, -2, 7
CCC(CC)C(=O)Nc1cccc(C(=O)Nc2nnc(C)s2)c1
 : 93, 0.8, 95, 5, 1, 2, 97, -20, 1
COc1ccc(/C=C2/SC(=S)N(CCCC(=O)Nc3ccc(O)cc3)C2=O)cc1OC
 : nt, -17, 100, -2, -22, 2, 94, -31, -19
COc1ccc(-c2cc(C(=O)N(C)CCc3ccc(OC)c(OC)c3)c3ccccc3n2)cc1
 : 103, -3.4, 90, nt, nt, 3, 92, 28, nt
C[C@H](CO)N1C[C@H](C)[C@H](CN(C)Cc2ccncc2)Oc2ccc(NC(=O)Nc3ccc(C(F)(F)F)cc3)cc2CC1=O
 : 84, nt, 103, nt, nt, 6, 102, 6, 3
CCn1c(SCC(=O)N(C)c2c(N)n(Cc3ccccc3)c(=O)[nH]c2=O)nc2ccccc21
 : 106, 1.1, 82, 4, 5, 3, 95, 0, 3
COc1ccc(NC(=O)c2c(C)cc(=O)oc2C)c(OC)c1
 : 116, 0.8, 102, -2, -1, 0, 100, 15, 8
Cc1cc(C)cc(NC(=O)c2oc3ccccc3c2COc2ccccc2)c1
 : 106, 0.5, 108, 0, -2, 0, 106, 1, 10
Nc1[nH]nc2nc(N3CCCC3)nc(-c3ccccc3)c12
 : 83, 2.4, 94, 4, 10, 0, 102, -13, 0
O=C(NNC(=O)C1CC2CCC1C2)c1ccccc1 (stereo not given)
 : 92, 1.5, 102, 4, 8, 1, 100, 11, 9
O=C(CCN1C(=O)C2C3C=CC(C3)C2C1=O)N1CCN(c2ccccn2)CC1 (stereo not given)
 : 92, nt, 101, -1, 2, 0, 97, 1, 6
CC1CCC(NC(=O)C2COc3ccccc3O2)CC1 (stereo not given)
 : 89, 0.8, 97, 1, -3, 15, 107, 0, -6
Cc1ccc(S(=O)(=O)NCCC(=O)NCc2ccc(Cl)cc2)cc1C
 : 108, nt, 110, 6, 3, 0, 113, 4, 2
CC(=O)Nc1ccc(S(=O)(=O)N(C)c2ccc(OCCOc3ccccc3F)cc2)cc1
 : 116, nt, 92, nt, nt, 11, 99, -10, 10
C/C(=N/NC(=S)Nc1cccc(C)c1)c1cccc([N+](=O)[O-])c1
 : 107, -0.3, 96, 5, 13, 2, 96, 8, 4
Cc1nn(-c2nc3ccccc3s2)c(N)c1Sc1ccc(F)cc1
 : 114, -3.2, 106, 0, 1, 6, 107, 8, 6

Arranged by the number under GRK2 inh (low to high): six of the compounds above.
SMILES,GRK2 inh
CCCN(CCO)Cc1ccc(Br)cc1,0
COC(=O)c1ccc(C2NCCc3cc(OC)c(OC)cc32)cc1 (stereo not given),1
CC1(C)Cc2c(sc(NC(=O)Nc3ccccc3)c2C(N)=O)CO1,2
O=C(NCCCN1CCCC1=O)Nc1ccc(Br)cc1Cl,3
Cc1cccc(C(C)C)c1NC(=O)COC(=O)CCN1C(=O)C2CC=CCC2C1=O (stereo not given),4
C[C@H](CO)N1C[C@H](C)[C@H](CN(C)Cc2ccncc2)Oc2ccc(NC(=O)Nc3ccc(C(F)(F)F)cc3)cc2CC1=O,6

Screening results (PubChem)

Rows were taken by chance; about 2.1% have a hit in one of these screens.
